DAGLB inhibitor: diacylglycerol lipase beta (human) inhibition; inhibition, % at 5.17 µM; HEK293T DAGLB membrane lysate, EnzChek fluorogenic substrate; 340,000 tested, 0.059% active; in the data active = inhibition above about 34%;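 note: 0% = enzyme with vehicle and 100% = wells lacking enzyme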
Rtt109 Vps75: inhibitors of Candida albicans Rtt109/Vps75 histone acetyltransferase; Q5AAJ8; purified Rtt109/Vps75, ThioGlo CoA-SH fluorescence, 4 h; inhibition, % at 34.9 µM; 330,000 tested, 0.16% active; AID 540336;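 active = inhibition of at least 50% in every replicate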
Target sequence (Q5AAJ8 whole entry, looked up): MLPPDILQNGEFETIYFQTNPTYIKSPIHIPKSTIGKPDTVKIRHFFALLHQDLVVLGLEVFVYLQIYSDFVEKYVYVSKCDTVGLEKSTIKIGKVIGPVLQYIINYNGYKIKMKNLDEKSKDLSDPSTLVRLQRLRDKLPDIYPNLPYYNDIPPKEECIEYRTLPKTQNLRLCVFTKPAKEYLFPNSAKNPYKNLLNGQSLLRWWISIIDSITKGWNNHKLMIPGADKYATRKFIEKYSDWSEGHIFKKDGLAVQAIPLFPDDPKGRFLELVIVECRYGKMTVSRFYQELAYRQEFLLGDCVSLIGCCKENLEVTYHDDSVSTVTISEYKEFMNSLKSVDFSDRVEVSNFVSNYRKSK
CAL PDZ FP-1: human CAL PDZ-peptide interaction inhibition | Q9HD26 | purified CAL PDZ, TMR-peptide fluorescence polarization, 1 h | inhibition, % at 20 µM | 330,000 tested, 0.02% active | AID 504414;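 active = highest replicate inhibition of at least 40%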;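 note: plate controls were DMSO neutral control wells for no effect and unlabeled competitor peptide control wells for full effect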
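Test system: tagged CAL PDZ domain / Buffer or medium: sodium phosphate/NaCl buffer pH 7.4 with TCEP, IgG, Thesit / Reagent: TMR-labelled reporter peptide T*-PRC34 bound in PDZ groove / Compound dosing: single point, 20 µM / Schedule: 1 h incubation at room temperature before polarization reading / Technique: fluorescence polarization (mP) / Benchmarks: unlabelled peptide, DMSO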
SR-BI DiI-HDL act: SR-BI HDL lipid transfer activation. CHO ldlA[mSR-BI] cells, DiI-HDL uptake fluorescence, 3 h; 100 = double the neutral-control signal. activation, % at 12.5 µM. 320,000 tested, 0.096% active. AID 504775;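 active = mean replicate activation of at least 60% and every replicate at or above 60%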;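 note: 0% = median plate neutral-control signal and 100% = twice that signal; values of inactives mirror those of a sister screen read the other way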
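Test system: SR-BI-overexpressing, LDLR-lacking CHO cells; Also added: labelled HDL, 10 µg/mL; Measured by: bottom-read cell fluorescence after medium removal, ex 550/em 595 nm; Timing: 3 h uptake period with compound, 37 °C; Buffer or medium: F12, 0.5% BSA, 25 mM HEPES; Doses: single compound concentration, delivered by pin transfer.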
Keap1 Nrf2 FP: Keap1-Nrf2 (human) interaction inhibition. Q14145. Keap1 Kelch-Nrf2 peptide fluorescence polarization, 1536-well. inhibition, % at 9.4 µM. 340,000 tested, 0.15% active. AID 504523; in the data active = inhibition above about 12%;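 note: human Keap1 Kelch domain with fluorescein labeled Nrf2 9mer peptide probe; 0% = neutral control wells and 100% = peptide positive control; higher means more block of Keap1 binding to Nrf2 peptide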
Target sequence (Q14145 whole entry, looked up, the tested form may be a part): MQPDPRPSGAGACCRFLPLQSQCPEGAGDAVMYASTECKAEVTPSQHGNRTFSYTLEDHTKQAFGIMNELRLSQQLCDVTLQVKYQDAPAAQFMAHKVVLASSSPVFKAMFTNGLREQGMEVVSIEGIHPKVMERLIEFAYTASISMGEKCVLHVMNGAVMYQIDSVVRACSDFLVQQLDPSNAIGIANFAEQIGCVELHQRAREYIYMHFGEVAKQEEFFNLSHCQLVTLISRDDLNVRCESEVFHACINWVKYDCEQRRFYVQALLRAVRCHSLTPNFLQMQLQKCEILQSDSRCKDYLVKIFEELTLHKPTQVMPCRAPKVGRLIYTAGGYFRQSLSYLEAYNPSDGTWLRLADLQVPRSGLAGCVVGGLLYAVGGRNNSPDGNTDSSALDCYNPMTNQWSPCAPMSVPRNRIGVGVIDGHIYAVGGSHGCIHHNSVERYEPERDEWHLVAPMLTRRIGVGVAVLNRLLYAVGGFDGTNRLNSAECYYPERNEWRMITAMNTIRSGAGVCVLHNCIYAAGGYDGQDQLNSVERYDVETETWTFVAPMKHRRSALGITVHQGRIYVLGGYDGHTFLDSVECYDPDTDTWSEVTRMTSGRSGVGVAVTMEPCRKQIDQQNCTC
cardiac RTF act: increases calcium sensitivity of human cardiac regulated thin filaments; P19429+P45379; IANBD-labeled TnC RTF fluorescence at EC20 calcium; 0% EC20 calcium, 100% full calcium; activation, % at 7.2 µM; 340,000 tested, 0.24% active;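 active = activation above the mean over all tested compounds plus 3 SD, cut at about 30% in these data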;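 note: rise in fluorescence read as greater calcium sensitivity of cardiac thin filaments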
PKA-R2B act: activators of human PKA-R2B complex; AID 504700; activation, % at 11.4 µM; 340,000 tested, 0.079% active; PKA-R2B holoenzyme dissociation, Cy5-IP20 fluorescence polarization; R2B truncated from residue 108, S112A mutant; 0% DMSO only, 100% 113 µM cGMP; P22694+P31323;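 active = activation above a cutoff set at the mean over all compounds plus 3 SD, cut at about 18% in these data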;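 note: higher means more holoenzyme dissociation and a rise in polarization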
RTF Ca sens inh: cardiac RTF calcium desensitization | inhibition, % at 7.15 µM | 340,000 tested, 0.12% active | IANBD-labeled cardiac RTF, Ca2+ fluorescence | AID 493244;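 active = inhibition above the mean inhibition of all tested compounds plus 3 SD, cut at about 17% in these data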;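 note: assay run at fixed EC70 calcium of 1.6 mM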
C-LANA FP: KSHV C-LANA DNA binding inhibition; inhibition, % at 9 µM; AID 504423; 340,000 tested, 0.078% active; MBP-C-LANA/FAM-LBS DNA binding, fluorescence polarization;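 active = highest replicate inhibition at or above 60% at 9 µM, even if other replicates fall short; inactive = all replicates below 60% inhibition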;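 note: 0% = neutral control wells and 100% = 4 µM acridine orange control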
CAL PDZ FP-2: CAL PDZ (human) peptide binding inhibition | Q9HD26 | purified CAL PDZ, TMR-peptide fluorescence polarization, 1 h | inhibition, % at 24.9 µM | 300,000 tested, 0.92% active | AID 602252;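 active = mean inhibition of at least 30% with at least half of replicates also reaching 30%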;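 note: 0% = DMSO neutral control and 100% = excess unlabeled competitor peptide PRC23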
An asterisk follows results filed as active; · = no result given.

Start of the data: the first 9 records as a preview:
mol	DAGLB inhibitor	Rtt109 Vps75	CAL PDZ FP-1	SR-BI DiI-HDL act	Keap1 Nrf2 FP	cardiac RTF act	PKA-R2B act	RTF Ca sens inh	C-LANA FP	CAL PDZ FP-2
COc1ccc(NC(=O)CSCc2ccc([N+](=O)[O-])cc2)cc1OC	1.9	2.1	-4.8	-0.8	-2.5	-0.3	-12.0	-5.2	-3.3	·
CCOc1ccc(NC(=O)CCC(=O)NNS(=O)(=O)c2ccccc2[N+](=O)[O-])cc1	-5.8	0.6	-0.6	-9.4	-1.9	11.9	-6.6	-5.6	0.4	-0.9
CC(C)CN1CC(C)C(=O)N(c2ccccc2)C1=O (stereo unspecified)	-0.5	1.9	-0.2	3.7	0.9	1.1	1.6	-12.9	-0.5	-1.8
Cc1ccnc(NC(=O)CNC(=O)Cc2cccc3ccccc23)c1	0.8	11.8	-1.0	-4.9	-0.6	6.2	-13.2	-19.9	-1.5	-3.0
COCCN1C(=O)C(=O)/C(=C(/O)c2ccc(S(=O)(=O)N3CCOCC3)cc2)C1c1ccc(O)c(OC)c1 (stereo unspecified)	2.7	-0.3	-0.5	10.7	-2.3	-4.2	4.2	8.0	0.2	-3.4
COc1ccc(OC2OC3COC(C)(C)OC3C(O)C2NC(C)=O)cc1 (stereo unspecified)	-4.5	0.7	-0.7	37.9	-0.5	-3.5	-12.8	1.0	0.6	0.7
CC(C)(C)OC(=O)N[C@H](C(=O)OC(C)(C)C)c1ccc(C(F)(F)F)cc1	-15.5	8.6	1.3	-9.8	3.3	-10.5	-9.1	-5.0	1.4	-1.3
CC(=O)C1=C(C)NC(SCc2cccc([N+](=O)[O-])c2)=C(C#N)C1c1ccco1 (stereo unspecified)	-0.7	-0.1	-0.4	-37.9	6.6	-5.7	-5.5	-3.1	2.7	-2.0
O=C(c1ccccc1)c1ccc2ccccc2c1	-6.1	1.0	0.1	·	-3.4	-2.2	7.2	2.9	-2.3	-4.2

All compounds of this part, from the start:
mol	DAGLB inhibitor	Rtt109 Vps75	CAL PDZ FP-1	SR-BI DiI-HDL act	Keap1 Nrf2 FP	cardiac RTF act	PKA-R2B act	RTF Ca sens inh	C-LANA FP	CAL PDZ FP-2
COc1ccc(NC(=O)CSCc2ccc([N+](=O)[O-])cc2)cc1OC	1.9	2.1	-4.8	-0.8	-2.5	-0.3	-12.0	-5.2	-3.3	·
CCOc1ccc(NC(=O)CCC(=O)NNS(=O)(=O)c2ccccc2[N+](=O)[O-])cc1	-5.8	0.6	-0.6	-9.4	-1.9	11.9	-6.6	-5.6	0.4	-0.9
CC(C)CN1CC(C)C(=O)N(c2ccccc2)C1=O (stereo unspecified)	-0.5	1.9	-0.2	3.7	0.9	1.1	1.6	-12.9	-0.5	-1.8
Cc1ccnc(NC(=O)CNC(=O)Cc2cccc3ccccc23)c1	0.8	11.8	-1.0	-4.9	-0.6	6.2	-13.2	-19.9	-1.5	-3.0
COCCN1C(=O)C(=O)/C(=C(/O)c2ccc(S(=O)(=O)N3CCOCC3)cc2)C1c1ccc(O)c(OC)c1 (stereo unspecified)	2.7	-0.3	-0.5	10.7	-2.3	-4.2	4.2	8.0	0.2	-3.4
COc1ccc(OC2OC3COC(C)(C)OC3C(O)C2NC(C)=O)cc1 (stereo unspecified)	-4.5	0.7	-0.7	37.9	-0.5	-3.5	-12.8	1.0	0.6	0.7
CC(C)(C)OC(=O)N[C@H](C(=O)OC(C)(C)C)c1ccc(C(F)(F)F)cc1	-15.5	8.6	1.3	-9.8	3.3	-10.5	-9.1	-5.0	1.4	-1.3
CC(=O)C1=C(C)NC(SCc2cccc([N+](=O)[O-])c2)=C(C#N)C1c1ccco1 (stereo unspecified)	-0.7	-0.1	-0.4	-37.9	6.6	-5.7	-5.5	-3.1	2.7	-2.0
O=C(c1ccccc1)c1ccc2ccccc2c1	-6.1	1.0	0.1	·	-3.4	-2.2	7.2	2.9	-2.3	-4.2
Cn1c(=O)[nH]c2cc3ccccc3cc21	0.2	6.0	-1.0	5.5	-3.0	-0.7	1.3	-7.5	1.9	-2.3
O=C(COC(=O)c1cncc(Br)c1)Nc1nnc(-c2ccccc2)o1	1.4	1.1	3.7	21.7	3.1	-3.1	-10.9	-11.4	6.8	-3.0
S=c1[nH]nc(-c2ccncc2)n1/N=C/c1ccccc1	0.1	-9.0	-1.5	2.6	2.9	-1.4	-5.2	0.8	1.0	-0.4
Cc1cc(C)c[n+](C2=C([O-])c3ccccc3C(=O)/C2=N\S(=O)(=O)c2cccs2)c1	-0.9	·	-0.8	34.6	3.3	0.3	-5.4	1.8	1.5	-1.7
C[n+]1ccc(/C=C/c2ccc(Br)cc2)cc1	-1.0	3.1	-0.1	-10.0	1.6	0.8	-10.2	-0.7	-0.1	-0.6
CCCc1cc(=O)oc2cc(C)cc(O)c12	0.2	0.6	-5.1	·	-4.4	3.2	-0.7	-5.9	-1.3	-4.9
COC(=O)c1c(-c2ccccc2)csc1NC(=O)CSc1ncnc2sc(C)c(C)c12	-5.9	-5.6	1.0	-2.2	-3.1	-4.0	-0.6	5.3	-1.7	0.6
CCn1c(SCC(=O)Nc2ccc(C(=O)OC)cc2)nnc1-c1cccs1	-1.2	·	-2.2	16.6	-2.6	-0.8	4.9	-1.2	0.0	-3.6
COc1cccc(CNS(=O)(=O)c2cc3c4c(c2)CCN4C(=O)CC3)c1	-0.3	6.5	1.8	-20.2	-3.9	-2.0	-19.1	-7.3	0.6	-1.9
COc1cccc(C2c3[nH]c4ccccc4c3CCN2C(=O)c2ccccc2F)c1OC (stereo unspecified)	0.4	-1.3	-2.0	-14.8	5.2	-8.6	6.4	-1.9	0.3	-2.7
CCCn1c(NC(=O)c2cccc(S(=O)(=O)N3CCCC3)c2)nc2ccccc21	-0.6	17.0	-4.0	-63.0	-1.9	-3.1	-6.3	2.8	0.7	-3.4
CC1=[N+]([O-])C(C)(C)CC(C)(C)c2ccccc21	0.7	-3.9	0.4	-2.9	-6.1	-3.5	-14.3	-9.3	0.9	·
Cc1ccc(SCc2c(C(=O)N/N=C/C3CC=CCC3)nnn2-c2nonc2N)cc1 (stereo unspecified)	-7.8	0.0	-2.1	16.5	-6.4	5.7	-8.9	-9.9	-0.7	-1.6
CO/N=C/c1ccc(Sc2ccc(C)cc2)c([N+](=O)[O-])c1	0.5	-38.2	-0.8	-22.4	-0.8	1.2	-2.1	6.4	0.2	-3.9
COCc1cc(=O)[nH]c(Nc2nc3ccc(C)cc3o2)n1	0.6	1.6	-1.6	-18.2	-2.4	0.1	-3.0	6.5	-0.1	-7.0
S=C(NCCc1ccccc1)Nc1ncccn1	2.1	3.1	-1.2	-17.9	-0.8	-3.6	-1.9	0.4	-0.7	-0.8
C=CCNC(=O)/C(=C/c1cn(-c2ccccc2)nc1-c1cccc([N+](=O)[O-])c1)NC(=O)c1ccccc1	-3.5	6.3	-0.2	18.3	0.6	-5.8	9.8	5.1	1.2	-0.8
CNC(=O)C(=O)NCC1OCCCN1S(=O)(=O)c1cccs1 (stereo unspecified)	2.2	-6.6	-1.2	37.6	-2.8	5.4	-1.4	-5.1	0.8	-4.5
CCOC(=O)N1CCN(c2c(NCc3ccc(F)cc3)c(=O)c2=O)CC1	-5.6	-1.0	-2.7	·	0.2	0.1	-4.4	2.1	-2.2	-2.7
Cc1ccccc1OCC(=O)N/N=C/c1cn(Cc2ccccc2)c2ccccc12	2.4	13.8	-0.1	-33.0	-1.1	-8.3	1.1	-1.6	-0.3	-0.6
COc1ccc(Cl)cc1C(=O)NC(=S)Nc1nc(C)cc(C)n1	-1.3	-1.0	-1.0	-42.8	-3.8	-5.8	16.0	-3.3	-1.4	-1.3
Cc1ccc(S(=O)(=O)N2CCCCC2CCNC(=O)C(=O)NC2CC2)cc1 (stereo unspecified)	-2.4	-5.1	-0.5	11.6	-1.6	10.1	-2.7	7.3	-0.7	-2.6
CCC1Oc2ccccc2N(CC(=O)NCCCN2CCN(CC)CC2)C1=O (stereo unspecified)	-2.8	-5.0	-2.9	14.8	-0.7	-5.1	3.2	-0.9	0.2	-2.0
CC(C)NC(=O)c1cnc(Sc2ncc(C(F)(F)F)cc2Cl)n1C	2.2	1.2	-1.3	9.9	-5.9	-7.1	-10.6	-0.5	0.5	-0.4
Cc1ccc([C@@H]2CC=C(C(=O)O)[C@H](c3ccc(Br)cc3)N2S(=O)(=O)c2ccccc2C)cc1	4.1	-0.9	-1.2	12.0	3.4	-7.6	-6.2	4.4	0.8	-8.1
Cc1cc(C)cc(OCc2nnc(SCC(=O)c3ccccc3)o2)c1	-9.4	-21.8	-0.7	18.0	-0.1	-0.3	-6.1	-3.0	-0.5	-0.5
CCOc1ccc(CO/N=C/c2c(C)[nH]c(=O)[nH]c2=O)cc1	1.0	-6.8	-0.1	0.1	-0.2	-1.9	-1.5	-12.4	0.7	·
COc1cc(-c2nnc(CSc3nnc(Nc4ccc(C(C)C)cc4)s3)o2)cc(OC)c1OC	2.7	1.8	-2.7	-40.8	-0.3	-2.8	4.8	-4.4	-2.2	-3.8
CCc1ccc(N2C(=O)C(Cl)=C(N3CCOCC3)C2=O)cc1	-1.1	-8.1	0.1	13.4	-0.4	4.2	-5.4	-11.6	-1.3	1.0
CCOc1ccc(Cc2c(Cl)nc(N)nc2Cl)cc1	-2.8	-8.1	-0.9	3.1	-4.2	1.7	0.7	4.6	-0.6	5.8
CCc1cc2c(=O)n(Cc3ccco3)c(SCc3c(C)noc3C)nc2s1	-1.1	-0.8	-1.0	·	-7.1	-1.1	5.5	-8.4	-3.3	1.0
O=C(O)C1CCCN1c1ncccc1[N+](=O)[O-] (stereo unspecified)	2.0	2.9	0.5	20.2	0.8	8.1	-2.6	-20.7	0.7	-0.6
Cc1[nH]nc2c1-c1nc3ccccc3nc1C(C)(C)C2	-2.6	-3.0	-1.8	-17.0	-1.6	-7.8	8.9	13.0	-6.4	·
CN1C=CC2=C(C#N)C(N)C(C#N)(C#N)C(c3ccccc3)C2C1 (stereo unspecified)	-4.0	2.1	-0.9	21.1	9.6	39.9*	-18.9	-35.9	41.1	-0.8
